Source: PubChem BioAssay
A549 viability: counter-screen for Nrf2 inhibitors: cytotoxicity in A549 cells. A549 ARE-Fluc cells, CellTiter-Fluor viability, 18-24 h. actives 0.16% (n = 390,000). Potency, µM (highest dose often 46 µM), inactives show at the top dose activity change, negative = cytotoxicity, usual class: inhibitors; also: potency is read from the fitted curve at half-maximal effect; % is scaled to controls: 0 for no effect and ±100 for the full control effect
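Cytotoxicity counterscreen: CellTiter-Fluor fluorescence was measured in A549 ARE_Fluc cells after 18-24 h of compound exposure in a concentration series. The subsequent BugLite luminescent read reports ARE-luciferase activity.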
Mm-Cpn inhibitor: inhibitors of Methanococcus maripaludis chaperonin (MmCpn). purified Mm-Cpn ATPase, ADP Transcreener TR-FRET. Potency, µM (highest dose often 76.9 µM), without a hit: at the top dose activity, negative = inhibition, hits mostly inhibitors. actives 0.031% (n = 330,000). AID 504842; also: potency is read from the fitted curve at half-maximal effect; % is scaled to controls: 0 for no effect and ±100 for the full control effect; nearly all actives have a fitted effect of over 80% in size
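Eu-cryptate anti-ADP/ADP-d2 competition gives a ratio inversely related to ADP. Enzyme at 25 nM was pre-exposed to compound for 10 min, then given 10 uM ATP for 30 min, 37°C throughout.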
EPAC2 antagonist: antagonists of human EPAC2. Q8WZA2. EPAC2 GEF exchange of Rap1B-BODIPY-GDP, fluorescence. Potency, µM (series often up to 114 µM), without a hit: at the top dose activity, negative = inhibition, usual class: inhibitors. actives 0.18% (n = 360,000). AID 720708; also: potency is read from the fitted curve at half-maximal effect; % is scaled to controls: 0 for no effect and ±100 for the full control effect; nearly all actives have a fitted effect of over 45% in size; many of its hits are not listed in these tables
Target sequence (Q8WZA2 whole entry, looked up): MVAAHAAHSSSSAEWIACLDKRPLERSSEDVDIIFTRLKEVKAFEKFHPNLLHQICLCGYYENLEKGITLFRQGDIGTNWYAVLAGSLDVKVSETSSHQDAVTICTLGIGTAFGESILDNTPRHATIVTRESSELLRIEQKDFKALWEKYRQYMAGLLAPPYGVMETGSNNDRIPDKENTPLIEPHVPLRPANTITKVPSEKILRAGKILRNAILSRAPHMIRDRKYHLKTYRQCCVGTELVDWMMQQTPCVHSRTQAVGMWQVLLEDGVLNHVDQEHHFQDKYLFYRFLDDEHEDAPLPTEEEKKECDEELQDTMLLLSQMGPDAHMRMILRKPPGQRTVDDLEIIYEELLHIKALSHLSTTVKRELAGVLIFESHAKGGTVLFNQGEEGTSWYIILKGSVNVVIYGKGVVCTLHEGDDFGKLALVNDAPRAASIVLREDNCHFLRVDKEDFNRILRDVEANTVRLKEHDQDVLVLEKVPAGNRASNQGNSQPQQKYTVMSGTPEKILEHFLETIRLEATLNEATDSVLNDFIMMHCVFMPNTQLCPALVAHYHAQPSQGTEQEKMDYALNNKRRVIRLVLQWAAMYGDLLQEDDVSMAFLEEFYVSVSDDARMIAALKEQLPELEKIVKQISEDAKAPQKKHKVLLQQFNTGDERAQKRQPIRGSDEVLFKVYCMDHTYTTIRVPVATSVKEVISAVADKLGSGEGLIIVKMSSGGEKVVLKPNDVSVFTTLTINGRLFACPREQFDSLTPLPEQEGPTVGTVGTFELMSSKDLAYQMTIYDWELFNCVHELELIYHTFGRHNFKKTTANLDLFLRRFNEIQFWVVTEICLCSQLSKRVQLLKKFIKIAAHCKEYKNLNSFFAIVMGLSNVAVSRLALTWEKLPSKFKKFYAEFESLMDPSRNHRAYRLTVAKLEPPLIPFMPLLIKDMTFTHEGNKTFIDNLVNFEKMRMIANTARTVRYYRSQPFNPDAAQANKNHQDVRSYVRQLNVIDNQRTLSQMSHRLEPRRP
Nrf2 ARE act: activators of Nrf2 (ARE) signaling. AREc32 ARE-luciferase reporter (MCF7-derived line), luminescence, 24 h. Potency, µM (titrated, usually from 46.1 µM), for the others: at the top dose activation, actives largely listed as activators. actives 0.31% (n = 410,000). AID 624171; also: potency is read from the fitted curve at half-maximal effect; % of control where 0% means no effect; nearly all actives have a fitted effect of over 65% in size
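ARE activation measured as luciferase luminescence (Steady-Glo, 30 min RT) in AREc32_Fluc cells after 24 hr compound exposure at 37 deg C, 5% CO2; cells seeded overnight at 1000/well in OPTI-MEM, 5% FBS.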
CCT chaperon mod: changes cytosolic chaperonin activity; purified chaperonin ATPase assay, HTRF ADP detection, 30 min; actives 0.3% (n = 360,000); activity change, % (no concentration beside the values), hits read low; in the data active = activity change below about -30%; also: % is scaled to controls: 0 for no effect and ±100 for the full control effect
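TRiC at 40 or 20 nM final (batch-dependent) in 30 mM Tris pH 7.4, 100 mM KCl, 5 mM MgCl2, 1 mM DTT, with compound at single 76 uM and 10 uM ATP, 30 min at 37 deg C. ADP detected by HTRF Transcreener, 665/615 ratio.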
Nrf2 inh: Nrf2 pathway inhibition; AID 504444; Potency, µM (top dose mostly 46 µM), inactives show at the top dose activity change, negative = inhibition, hits mostly inhibitors; actives 2.1% (n = 360,000); A549 ARE-Fluc reporter, luciferase luminescence, 18-24 h; also: potency is read from the fitted curve at half-maximal effect; % is scaled to controls: 0 for no effect and ±100 for the full control effect; nearly all actives have a fitted effect of over 60% in size
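A549 ARE_Fluc cells, 5000/well, 5% FBS OPTI-MEM; compounds in dose-response, 18-24 h at 37 °C/5% CO2; CellTiter-Fluor viability read (Ex 405/Em 525), then BugLite luciferase luminescence = Nrf2 activity.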
TGFb inhibitor: TGF-b pathway inhibition; HepG2 CAGA-GFP TGF-b/SMAD3 reporter, GFP fluorescence, 18 h; TGF-beta stimulated, 500 pg/mL final; Potency, µM (doses to about 46.1 µM), for the others: at the top dose activity, negative = inhibition, hits mostly inhibitors; actives 1.2% (n = 410,000); AID 588855; also: potency is read from the fitted curve at half-maximal effect; % is scaled to controls: 0 for no effect and ±100 for the full control effect; nearly all actives have a fitted effect of over 65% in size
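TGF-beta reporter screen: HEPG2 CAGA-GFP, 1% FBS, 500 pg/mL TGF-beta final, 18 h; per-cell GFP summed per well; curves fitted and categorized by class.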
EPAC2 agonist: activates human EPAC2 exchange factor | Q8WZA2 | EPAC2 activation, biochemical qHTS; response scale: 100% = 6.5 mM cAMP response | Potency, µM (titrated, usually from 154 µM), inactives show at the top dose activation, most hits filed as activators | actives 0.079% (n = 360,000); also: potency is read from the fitted curve at half-maximal effect; nearly all actives have a fitted effect of over 50% in size
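In this primary screen, activation is scored as increased exchange of BODIPY-GDP from Rap1B by 100 nM EPAC2, with 50 uM GDP as competitor. Signal is normalized to the 6.5 mM cAMP agonist control.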
pAkt inh: inhibitors of Akt phosphorylation | activity change, % for hits at 50 µM | Neuro2A IGF-stimulated pAkt S473 HTRF, 20 min; stronger effect = lower value | actives 0.32% (n = 360,000); in the data active = activity change below about -80%; inconclusive = mostly about -51% to -80%; also: % is scaled to controls: 0 for no effect and ±100 for the full control effect
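Neuro2A cells (4,500/well, DMEM with 0.5% FBS) were treated with compound at a single 50 µM final concentration, stimulated with 6 nM IGF for 20 min at 37 °C, and lysed. Phospho-Akt Ser473 was read by HTRF as 665/615 ratio ×10^4.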
An asterisk follows results filed as active; i = inactive; u = inconclusive; x = no result given; & = joins results of further samples; [ ] = dose if it differs, or a comment. Unless noted, calls follow the shape of the dose curve; as a rule, active = well fitted curve in the direction sought with a large enough effect; inconclusive = small, poorly fitted or top-dose-only effect, or another doubt; inactive = no such curve, though single readings can be large; an effect the other way counts as inactive or inconclusive. An excerpt (hit frequency here may not be typical).

#	Compound	A549 viability	Mm-Cpn inhibitor	EPAC2 antagonist	Nrf2 ARE act	CCT chaperon mod	Nrf2 inh	TGFb inhibitor	EPAC2 agonist	pAkt inh
1	CCC(Oc1cc(Cl)ccc1Cl)C(=O)NNC(=O)CCC(=O)O (configuration not stated)	-1%	-5%	12%	0.3%	-0.3	4%	2%	-5%	i
2	C#CCOCCOCCOCCNc1nc(N2CCN(C(=O)[C@H](CCC(=O)O)n3cc(C(N)[C@H](C)CC)nn3)CC2)nc(N2CCN(C(=O)[C@H](CCC(=O)O)n3cc(C(N)[C@H](C)CC)nn3)CC2)n1 (some centres not stated)	-1%	x	-3%	0.0%	-0.7	0%	-2%	3%	i
3	CS/C(N)=N/N=C/c1ccc2c(c1)OCO2	4%	0%	-24%	2.8%	0.2	u	9%	9%	i
4	COc1ccc(C(O)c2ncc(-c3ccc4ccccc4c3)[nH]2)cc1F (configuration not stated)	x	x	-7%	6.1%	2.0	x	-2%	10%	i
5	COc1ccc(-n2c(SCCC(C)C)nc3sc4c(c3c2=O)CC(C(C)C)OC4)cc1 (configuration not stated)	0%	x	x	-1.5%	x	4%	-1%	x	x
6	Cc1ccc(-c2nn(C)c(=O)c3ccccc23)cc1S(=O)(=O)N1CCCC1	4%	-4%	-8%	22%	-1.3	u	8%	13%	i
7	CCOC(=O)Cc1csc(NC(=O)CN2CCCCC2)n1	2%	-11%	6%	0.0%	-0.9	u	2%	6%	i
8	O=C(Nc1ccc(C(=O)N2CCOCC2)cc1)C1CCCC1	4%	x	5%	-1.1%	-15	-4%	16%	6%	i
9	Cc1ccc(C)c(N2CCN(C(=O)CN3C(=O)COc4ccc(S(=O)(=O)N5CCCC5)cc43)CC2)c1	4%	x	x	-1.0%	x	-14%	1%	x	x
10	CCOC(=O)c1c(-c2cccs2)csc1NC(=O)CN(CC)CC	u	-2%	-21%	-0.1%	-2.0	18µM*	-17%	7%	x
11	CCOC(=O)CNc1nc(C(C)(C)C)nc2c1nnn2Cc1ccccc1	u	1%	-3%	4.8%	-0.3	u	-22%	11%	i
12	CN1C(=O)[C@H]2[C@@H](c3ccccc3)N[C@]3(CCCN(Cc4ccco4)C3=O)[C@H]2C1=O	x	x	2%	-0.7%	1.1	x	0%	1%	i
13	Cn1nc(N)c2ncc(C(Cl)(Cl)Cl)nc21	x	x	-12%	1.1%	0.2	x	-18%	13%	i
14	CC(NC1=CC(=O)c2cccnc2C1=O)C(O)c1ccccc1 (configuration not stated)	u	x	u	u	0.5	u	5µM*	20%	i
15	S=C(NN=Cc1ccccn1)N(Cc1ccccn1)Cc1ccccn1	-25%	x	0%	8.9%	-43*	u	u	-7%	i

#	Compound	A549 viability	Mm-Cpn inhibitor	EPAC2 antagonist	Nrf2 ARE act	CCT chaperon mod	Nrf2 inh	TGFb inhibitor	EPAC2 agonist	pAkt inh
16	CN(C(=O)NC1CCCCC1)c1ccccc1	2%	2%	1%	-1.5%	-5.1	-11%	17%	5%	i
17	Cn1nc([N+](=O)[O-])nc1Oc1ccccc1F	1%	2%	-3%	0.0%	-3.5	-12%	-4%	15%	i
18	Cc1cc(C)n(-c2nc(SCCN3CCOCC3)c3c4c(sc3n2)CCCC4)n1	0%	x	u	-0.5%	0.7	9%	-14%	-1%	i
19	Cc1sc(NC(=O)c2oc3ccccc3c2C)c(C#N)c1C	0%	-2%	9%	0.0%	-2.9	x	-11%	1%	x
20	Cc1ccc(Cl)c2c1NC(=O)C2(O)CC(=O)c1ccccc1O (configuration not stated)	-3%	2%	1%	2.9%	0.8	8%	u	6%	i
21	Cc1ccc(C)c(NC(=S)NNc2ccc(F)cc2F)c1	-2%	0%	-2%	13%	-1.4	-25%	-1%	10%	i
22	CCc1ccc(C(=O)NCc2ccc(Cl)cc2Cl)cc1	-4%	3%	-3%	1.9%	-2.6	20%	-9%	6%	i
23	COc1ccccc1-c1coc2cc(O)cc(O)c2c1=O	-9%	-2%	-3%	4.1%	-1.7	u	16%	-84%[15.6 µM]	x
24	NS(=O)(=O)c1ccc(CCNC(=O)Cc2ccccc2[N+](=O)[O-])cc1	0%	2%	13%	-0.5%[9.22 µM]	-0.4	6%	4%	2%	i
25	C=CCN(C(=O)c1ccc2snnc2c1)c1ccccc1	3%	2%	-9%	0.2%	1.1	-1%	-5%	5%	i
26	COCCn1c(SCC(N)=O)nnc1-c1c[nH]c2ccccc12	4%	0%	7%	-0.7%	-3.2	5%	-26%	10%	i
27	COc1ncccc1-c1cc2nc(NCCCN(C)C)n(C)c(=O)c2s1	x	x	14%	8.6%	0.6	x	u	2%	i
28	O=C(CCn1cnnn1)Nc1ccc(F)cc1	-3%&2%	1%	4%	-0.4%&5.2%	-3.2	3%&26%	10%	21%	i
29	Cc1cc(C)n2c(SCCN3C(=O)c4ccccc4C3=O)nnc2n1	-9%	2%	-1%	-0.7%	-0.2	11%	6%	6%	i
30	NC1=NC[C@H](c2ccccc2)N1CCc1cc(C(F)(F)F)cc(C(F)(F)F)c1	-9%	-4%	6%	-4.7%	-1.8	24%	11µM*	-16%	i

#	Compound	A549 viability	Mm-Cpn inhibitor	EPAC2 antagonist	Nrf2 ARE act	CCT chaperon mod	Nrf2 inh	TGFb inhibitor	EPAC2 agonist	pAkt inh
31	Cc1cc(NC(=O)CSc2nnc(NC(=O)C3CC(=O)N(c4ccccc4)C3)s2)no1 (configuration not stated)	-2%	1%	8%	-0.2%	-0.9	6%	-13%	3%	i
32	COc1cc(OC)c2ccc(=O)oc2c1	19%	-9%	-13%	1.8%	-0.5	-3%	10%	7%	i
33	COC(=O)c1sc(N2C(=O)C(O)=C(C(=O)c3ccc(C)o3)C2c2ccc(F)cc2)nc1C (configuration not stated)	-24%	-8%	-12%	3.5%	1.0	u	1%	-28%	i
34	Cc1noc(C)c1C(=O)OC(C)C(=O)N1CCc2ccccc21 (configuration not stated)	9%	0%	1%	0.2%	2.0	1%	1%	3%	i
35	CC(=O)C1=C(C)OC(N)=C(C#N)C1c1cc2cc(C)c(C)cc2nc1Cl (configuration not stated)	3%	-2%	-6%	2.3%	-3.2	u	5%	12%	i
36	Cc1ccc(-n2nc(C)c(C3(O)C(=O)N(C)c4ccccc43)c2N)cc1 (configuration not stated)	-4%	1%	5%	3.0%	0.7	0%	5%	0%	i
37	COc1ccc(OC)c(NC(=O)CCNS(=O)(=O)c2ccc3c(c2)c(=O)n(C)c(=O)n3C)c1	9%	1%	0%	-0.3%	-1.7	2%	3%	3%	i
38	CCCCNc1oc(-c2cccs2)nc1S(=O)(=O)c1ccccc1	-18%	-5%	-7%	0.0%	-0.3	x	u	13%	x
39	N/C(=N\OC(=O)Cc1ccc(-c2ccccc2)cc1)c1ccccn1	-7%	-2%	20%	0.3%	1.0	u	-2%	5%	i
40	Cn1c(=O)n(C)c2cc(S(=O)(=O)NCc3ccco3)ccc21	-6%	-6%	12%	4.2%	-0.4	-6%	20%	-80%[15.6 µM]	x
41	CC(=O)c1c(C)[nH]c(C(=O)N2CCN(S(=O)(=O)c3ccc(F)c(F)c3)CC2)c1C	0%	1%	-4%	0.3%	-0.2	-12%	6%	5%	i
42	CC(=O)Nc1cccc(-c2ccnc3c2CC(C)(C(=O)Nc2ccc(Cl)cc2)O3)c1 (configuration not stated)	x	x	-6%	0.2%	2.5	x	-1%	7%	x
43	CC(C)CC(C)c1cc(N)nc2nc3ccccc3n12 (configuration not stated)	2%	-8%	-21%	3.3%	2.9	u	-12%	-1%	i
44	CN(C)C(=O)Nc1cnc2ccccc2c1	0%	-1%	9%	0.6%	2.0	10%	7%	2%	i
45	CCCCCOc1ccc(C2C(C(C)=O)=C(C)Nc3ncnn32)cc1OC (configuration not stated)	-14%	1%	10%	0.0%	1.4	-27%	-22%	-36%[inhibitor][15.6 µM]	x

Sorted by value in TGFb inhibitor (rising): some entries from above
cpd | Structure | Mm-Cpn inhibitor | EPAC2 antagonist | CCT chaperon mod | TGFb inhibitor | pAkt inh
31 | Cc1cc(NC(=O)CSc2nnc(NC(=O)C3CC(=O)N(c4ccccc4)C3)s2)no1 (configuration not stated) | 1% | 8% | -0.9 | -13% | i
34 | Cc1noc(C)c1C(=O)OC(C)C(=O)N1CCc2ccccc21 (configuration not stated) | 0% | 1% | 2.0 | 1% | i
16 | CN(C(=O)NC1CCCCC1)c1ccccc1 | 2% | 1% | -5.1 | 17% | i

(list continues)
#	Compound	A549 viability	Mm-Cpn inhibitor	EPAC2 antagonist	Nrf2 ARE act	CCT chaperon mod	Nrf2 inh	TGFb inhibitor	EPAC2 agonist	pAkt inh
46	COC(=O)[C@@H]1C[C@H]2CC[C@H](O)C[C@H]2N1Cc1ccc(C(F)(F)F)cc1	6%	-1%	-29%	0.8%	0.0	14%	1%	-1%	i
47	O=C(Cc1ccccc1)Nc1ccc(-c2nnc(-c3ccco3)o2)cc1	-1%	0%	-3%	3.0%	-0.1	1%	-10%	-1%	i
48	Cc1ccccc1CNC(=O)C(=O)NCC1CCCN1S(=O)(=O)c1ccccc1 (configuration not stated)	-3%	0%	-6%	0.6%	-2.8	5%	-16%	1%	i
49	Cc1ccc(C)c(NC(=O)Cn2c(=O)n(Cc3ccc4c(c3)OCO4)c(=O)c3oc4ccccc4c32)c1	14%	x	x	-1.1%	x	12%	-27%	x	x
50	Cn1ccnc1SCC(=O)Nc1cc(Cl)ccc1Cl	-4%	x	x	0.1%	x	14%	10%	x	x
51	CCN(CC)c1ccc(NC(=O)COC(=O)C2CCN(c3ccc(C(F)(F)F)cn3)CC2)cc1	-16%	-2%	-16%	-0.6%	-1.5	10%	2%	-18%	i
